# Compound activity deposited in PubChem BioAssay by several laboratories.
# G6PDH counter = L. mesenteroides G6PDH inhibitors, counter-screen for G6PDH-coupled screening assays, biochemical, Leuconostoc mesenteroides enzyme. glucose-6-phosphate dehydrogenase [Leuconostoc mesenteroides]. Purified L. mesenteroides G6PDH, diaphorase/resazurin coupled fluorescence, 45 min. inhibition, % at 5 µM. hit rate 0.12% among 200,000. AID 1020, 2008; in the data active = inhibition above about 50%
# TLR4 MyD88 comp = inhibitors of TLR4-MyD88 association in cells, primary screen, cell-based, HeLa CL3-4, BLA complementation, FRET ratio | inhibition, % at 8.4 µM | hit rate 0.18% among 200,000 | HeLa CL3-4 TLR4/MyD88 BLA complementation | Toll-like receptor 4 (Homo sapiens) + Myeloid differentiation primary response protein …; in the data active = inhibition above about 25%;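 note: 0% = vehicle and 100% = reference inhibitor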
# Target sequence (O00206 whole entry, looked up): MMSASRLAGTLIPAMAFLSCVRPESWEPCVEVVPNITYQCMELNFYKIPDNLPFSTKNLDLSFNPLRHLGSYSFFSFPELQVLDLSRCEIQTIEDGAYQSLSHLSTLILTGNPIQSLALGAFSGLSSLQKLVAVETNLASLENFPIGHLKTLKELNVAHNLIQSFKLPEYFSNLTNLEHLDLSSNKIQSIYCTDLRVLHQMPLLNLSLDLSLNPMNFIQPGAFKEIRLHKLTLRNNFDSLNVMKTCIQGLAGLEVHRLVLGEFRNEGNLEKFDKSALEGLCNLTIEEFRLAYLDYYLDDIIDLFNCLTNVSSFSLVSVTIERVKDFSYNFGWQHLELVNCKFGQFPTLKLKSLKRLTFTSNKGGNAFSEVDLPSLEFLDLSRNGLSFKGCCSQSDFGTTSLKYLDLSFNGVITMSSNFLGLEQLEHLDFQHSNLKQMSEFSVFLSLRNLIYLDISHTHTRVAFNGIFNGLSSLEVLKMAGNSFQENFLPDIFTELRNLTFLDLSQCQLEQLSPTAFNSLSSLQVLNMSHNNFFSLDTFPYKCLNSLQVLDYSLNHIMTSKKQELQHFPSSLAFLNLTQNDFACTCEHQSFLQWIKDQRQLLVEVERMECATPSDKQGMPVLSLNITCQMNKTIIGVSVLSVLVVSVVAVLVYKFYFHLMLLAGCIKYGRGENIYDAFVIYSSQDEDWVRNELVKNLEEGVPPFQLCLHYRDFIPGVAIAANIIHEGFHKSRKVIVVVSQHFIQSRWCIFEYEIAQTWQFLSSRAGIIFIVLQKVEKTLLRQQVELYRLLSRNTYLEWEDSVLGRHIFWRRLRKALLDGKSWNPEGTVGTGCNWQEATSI
# Target sequence (Q99836 whole entry, looked up): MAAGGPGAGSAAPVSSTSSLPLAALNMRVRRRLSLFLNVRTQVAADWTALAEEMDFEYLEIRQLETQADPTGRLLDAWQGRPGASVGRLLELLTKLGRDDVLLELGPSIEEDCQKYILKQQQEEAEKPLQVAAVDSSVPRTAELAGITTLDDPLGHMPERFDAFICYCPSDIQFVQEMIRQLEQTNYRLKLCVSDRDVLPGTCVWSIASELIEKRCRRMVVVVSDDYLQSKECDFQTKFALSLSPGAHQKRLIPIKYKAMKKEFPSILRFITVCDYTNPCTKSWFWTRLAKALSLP
# STAT3 act = IL-6 driven STAT3 reporter potentiators, primary screen, U3A cells, luciferase, luminescence, MLSCN library. IL-6 STAT3-luciferase reporter; 100% = signal with IL-6 EC80 alone. activation (% of control), % at 5.6 µM. hit rate 0.91% among 190,000;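 active = activation above the screen-wide mean of compound activation plus 3 SD, cut at about 130% in these data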;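 note: 0% = background luminescence of wells with medium and substrate only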
#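 Test system: human U3A cells carrying STAT3-luciferase construct; control set: IL-6-only wells as 100% reference; timing: compound pre-incubation 1 h before IL-6, then 6 h stimulation at 37 °C; also added: IL-6 stimulus at 33 ng/mL final; evaluation: % activation versus median of IL-6-stimulated wells; detection: reporter luminescence signal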
# Hsp70 activator = Hsp70 transcriptional activators, primary screen, cell-based, HeLa, Hsp70 promoter luciferase, luminescence, 10 µM; AID 1203, 2008; HeLa Hsp70 promoter luciferase reporter; scaled: vehicle 0, proteasome-inhibitor control 100%; activation, % at 10 µM; hit rate 0.04% among 200,000;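 active = activation above the mean across all tested compounds plus 3 SD, cutoff set per campaign, cut at about 5.5% in these data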;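 note: 100% = MG132 at 30 µM as the positive control and 0% = DMSO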
# APP 5UTR inh = inhibitors of APP translation via 5'UTR reporter, primary screen, APP 5'UTR luciferase, SH-SY5Y cells; SH-SY5Y APP 5'UTR-luciferase reporter, luminescence; inhibition, % at 2 µM; hit rate 0.82% among 190,000;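 active = inhibition above a set limit, derived from the sample mean plus 3 SD, cut at about 45% in these data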; note: values of inactives mirror those of a sister screen read the other way
# Diaph inh CS = diaphorase inhibitors and chemical oxidizers, primary screen, counter-screen for diaphorase-coupled primary assays, biochemical, uHTS, resorufin fluorescence; diaphorase resazurin-to-resorufin fluorescence, NADH, 16 min; bacterial (C. kluyveri) enzyme, not human; inhibition, % at 20 µM; hit rate 0.69% among 190,000; AID 1217, 2008;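 active = primary screen inhibition at 20 µM above a set limit, cut at about 50% in these data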;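 note: plate controls were DMSO with full reaction for no effect and wells lacking NADH for full effect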
#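 Detection: fluorescence of resorufin formed from resazurin, Ex 544/Em 590 nm; test system: Clostridium kluyveri diaphorase enzyme; amount: 0.14 U/mL diaphorase, enzyme working solution; times: 16-min room-temperature incubation before reading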
# STAT3 blocker = IL-6 driven STAT3 reporter inhibitors, primary screen, U3A cells, luciferase, luminescence, MLSCN library; hit rate 0.89% among 190,000; inhibition, % at 5.5 µM; AID 862, 2007; IL-6 STAT3-luciferase reporter; host cell line lacks STAT1;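 active = inhibition above the mean inhibition across all screened compounds plus 3 SD, cut at about 44% in these data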;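 note: 0% = DMSO only wells and 100% = 100 µM nifuroxazide control wells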
# STAT1 act = STAT1 signaling activators, primary screen, cell-based, HTS, luciferase reporter; AID 932, 2007; hit rate 2.6% among 200,000; NIH 3T3 STAT1-luciferase reporter, IFN-gamma, luminescence; 100% = IFN-gamma alone, no compound; activation (% of control), % at 5.5 µM;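 active = activation above the screen-wide mean activation plus 3 SD, cut at about 130% in these data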;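 note: raw ratio to IFN-gamma control signal so 100% means no change and 0% no light; values of inactives mirror those of a sister screen read the other way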
# STAT1 blocker = STAT1 signaling inhibitors, primary screen, cell-based, HTS, luciferase reporter. NIH 3T3 STAT1-luciferase reporter, IFN-gamma, luminescence. inhibition, % at 5.5 µM. hit rate 0.35% among 200,000. AID 920, 2007;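 active = inhibition above a set limit, the mean inhibition across all tested compounds plus 3 SD, cut at about 34% in these data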;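 note: 0% = IFN-gamma with DMSO and 100% = IFN-gamma with 300 µM nifuroxazide; values of inactives mirror those of a sister screen read the other way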
# Diaph act CS = compounds boosting diaphorase resazurin reduction – biochemical, uHTS, resorufin fluorescence, counter-screen for diaphorase-coupled primary assays, primary screen; Diaphorase/resazurin coupled assay, 16 min; stronger effect = higher value; 1 = vehicle wells, 0 = NADH-free wells; activation factor at 20 µM; hit rate 0.005% among 190,000; AID 1229, 2008;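 active = diaphorase activity raised at least twofold by the compound at 20 µM; inactive = activation factor below 2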
#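 test system = bacterial diaphorase enzyme (C. kluyveri) | quantity = enzyme 0.07 U/mL final | reagent = NADH substrate 0.114 mM plus resazurin dye 0.1 mM, final | incubation = 16 min enzyme reaction, ambient temperature | buffer or medium = HEPES pH 7.4 buffer with MgCl2 and Tween 20 | signal = fluorescence of resorufin, 544 nm excitation, 590 nm emission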
# * marks the source's active call; other numbers are inactive results.
SMILES,G6PDH counter,TLR4 MyD88 comp,STAT3 act,Hsp70 activator,APP 5UTR inh,Diaph inh CS,STAT3 blocker,STAT1 act,STAT1 blocker,Diaph act CS
CCCn1c(-c2ccccc2)cc(SC)c(C#N)c1=O,6,1,102,-0.4,-4,-3,1,102,-4,1
O=S(=O)(NCC1CCCO1)c1cccc(S(=O)(=O)N2CCCC2)c1 (configuration not stated),4,-10,100,0.1,6,0,1,103,-3,1
CN1CCN(C(=O)c2ccccc2NC(=O)CCN2C(=O)c3ccccc3C2=O)CC1,0,2,107,0.1,-19,6,-7,104,-4,0.9
COc1ccc2nc(NC(=O)C3CCN(S(=O)(=O)c4cnc[nH]4)CC3)sc2c1,12,9,97,0.0,12,10,10,106,-5,0.9
O=C(c1ccccc1)c1ccc(OCCCN2CCCC2)cc1,8,8,93,-0.3,-2,8,7,97,3,0.9
COc1cc(/C=N/NC(=O)[C@H](Cc2c[nH]c3ccccc23)NC(=O)OCC(C)C)cc([N+](=O)[O-])c1O,0,-3,93,-0.4,-2,16,12,100,0,0.8
CC(OC(=O)CN1C(=O)NC(C)(C)C1=O)C(=O)c1ccccc1 (configuration not stated),-1,0,94,-0.2,-25,17,7,104,-4,0.8
Cc1ccc(NS(=O)(=O)c2ccc(NC(=O)CSc3ccc(Cl)cc3)cc2)c(C)c1,12,0,102,-0.3,2,21,9,99,1,0.8
CN1CCN(S(=O)(=O)c2ccc(Cc3ccc(S(=O)(=O)N4CCN(C)CC4)cc3)cc2)CC1,1,-6,98,-0.4,7,8,6,89,12,0.9
CC(=O)N/N=C(\C)CC(=O)NC(C)(C)C,4,4,99,-0.1,-8,3,3,102,-2,1
COc1ccc2[nH]c(=O)c(CN(Cc3cccs3)S(=O)(=O)c3c(C)ccc4nsnc34)cc2c1,12,-23,72,-0.3,-10,10,38,75,27,0.9
COc1cc2c(cc1OC)CN(Cc1cc(=O)oc3cc(C)c(Cl)cc13)CC2,-3,-4,101,-0.2,1,12,-2,101,-1,0.9
N#CC1=C(S)N(c2ccc(F)cc2)C(c2ccco2)NC1=O (configuration not stated),-1,1,109,-0.2,-12,18,-10,93,8,0.8
COc1ccc2c(c1O)Cc1ccccc1C2=O,-2,7,96,-0.1,-8,31,4,104,-4,0.7
CC1CCN(CCC(=O)N2CCCc3c2c(=O)oc2ccc(O)cc32)CC1,3,-8,101,-0.1,10,7,2,93,8,0.9
CC1(C)CC(=O)c2sc(NC(=O)CN3C(=O)CCC3=O)nc2C1,29,5,101,-0.2,2,15,3,98,2,0.9
CC(=O)c1c(C)[nH]c(C(=O)N(CCc2ccccc2)Cc2ccccc2)c1C,1,-10,114,-0.2,-4,5,-15,83,17,0.9
Cc1cccc(-c2cc(C(=O)NCCCn3ccnc3)c3ccccc3n2)c1,-6,-7,102,-0.1,17,-4,7,96,1,1
CCN1C(=O)c2ccccc2S(=O)c2ccc(C(=O)N3CCN(C(=O)c4ccco4)CC3)cc21 (configuration not stated),-14,0,89,-0.1,-13,23,12,99,-2,0.8
O=C(CSc1ccccn1)Nc1nc2c(ccc3ccccc32)s1,7,1,103,-0.2,5,29,-7,110,-8,0.7
Cn1c(=O)c2nc(Cl)c(-c3ccccc3)nc2n(C)c1=O,6,-5,102,-0.4,8,12,-7,110,-10,0.9
C=CCOC(=O)C1=C(C)NC(SCC(=O)OCC)=C(C#N)C1c1ccc(O)c(OC)c1 (configuration not stated),6,4,105,-0.2,-14,36,-2,104,-4,0.6
O=C(c1ccco1)N1CCN(S(=O)(=O)N2CCOCC2)CC1,1,3,102,-0.5,-11,12,-4,106,-6,0.9
COc1ccc(CCCc2nnc(SCc3nc4ccccc4c(=O)[nH]3)n2C)cc1C,1,4,99,0.0,-7,13,8,89,10,0.9
COc1ccc(NC(=O)CSc2cccc3cccnc23)c(OC)c1,3,-14,103,-0.5,-6,4,0,103,-3,1

# The list continues:
SMILES,G6PDH counter,TLR4 MyD88 comp,STAT3 act,Hsp70 activator,APP 5UTR inh,Diaph inh CS,STAT3 blocker,STAT1 act,STAT1 blocker,Diaph act CS
COc1cccc(C(=O)Nc2ccc(NC(=O)c3ccco3)c(Cl)c2)c1,0,2,80,-0.1,-10,8,32,98,1,0.9
CCCCOc1ccc(C(=O)NCC(=O)OC2CCOC2=O)cc1 (configuration not stated),9,11,98,0.0,-6,2,8,93,8,1
COCCSc1ccccc1C(=O)Nc1nnc(C)s1,-5,10,92,-0.2,-8,23,12,93,4,0.8
CC1CCc2c(sc(NC(=O)C3c4ccccc4Oc4ccccc43)c2C(N)=O)C1 (configuration not stated),3,-22,100,0.0,-14,-8,0,98,2,1.1
CCOC(=O)C1CCN(C(=O)C2CCCCC2)CC1,-2,0,95,-0.2,-16,14,10,98,0,0.9
COc1ccc(-c2ccc3c(n2)sc2c(=O)[nH]c(=O)[nH]c23)cc1OC,-2,0,115,-0.3,13,0,-10,99,1,1
Cc1ccc(N2C(=O)C3C(c4ccccc4)N4CCCN4C3(C)C2=O)cc1 (configuration not stated),-3,-9,100,-0.3,5,5,3,101,-1,0.9
Cc1ccc(-n2c(O)cnc2Nc2nc(C)cc(C)n2)cc1,2,8,99,0.1,3,5,3,103,-3,1
C/C(N)=C(/C#N)C(=O)CSc1nnc(SCc2ccc(Cl)cc2)s1,6,4,79,-0.2,-8,26,26,93,7,0.7
Cc1ccccc1-c1nc2ccccc2c(=O)n1/N=C/c1ccccc1[N+](=O)[O-],7,-2,103,-0.2,6,8,1,101,-1,0.9
O=C(CNC(=O)c1ccccc1)NCC(=O)OCc1ccccc1Cl,2,5,96,0.0,8,-15,9,102,-6,1.1
O=C(NCc1ccc(F)cc1)c1cccc(S(=O)(=O)N2CCCC2)c1,14,0,92,-0.3,4,22,13,83,19,0.8
Cc1nc2cc(C(=O)OCC(=O)Nc3cccc(Cl)c3)ccc2n1-c1ccccc1,-44,-5,106,-0.4,-5,32,-11,104,-4,0.7
CCC(C)[C@H](N)c1nnc(SCc2cccc(F)c2)o1 (some centres not stated),10,-5,99,-0.3,-15,3,2,102,-3,1
O=C(COC(=O)CN1C(=O)C2CC=CCC2C1=O)Nc1cc(C(F)(F)F)ccc1N1CCOCC1 (configuration not stated),2,10,99,0.1,0,26,6,99,1,0.7
COC(=O)c1cc(C(=O)CC(C)C)c[nH]1,13,9,102,0.1,-8,-19,4,110,-13,1.2
CCOCc1nnc(NC(=O)CSCc2ccccc2)s1,4,12,107,-0.1,-4,18,-3,95,5,0.8
CC1CCCC(NC(=O)COC(=O)Cc2c[nH]c3ccccc23)C1C (configuration not stated),5,-18,100,-0.2,13,16,6,100,0,0.8
CC(OC(=O)CNC(=O)C12CC3CC(CC(C3)C1)C2)C(=O)Nc1ccc(N2CCOCC2)cc1 (configuration not stated),4,0,107,-0.3,-1,15,-7,100,1,0.9
COC(=O)c1ccccc1NC(=O)c1cnn2cccnc12,-1,4,94,-0.3,-4,-1,10,101,-3,1
O=C1CC(N2CCN(c3ccc(S(=O)(=O)N4CCCC4)cc3)CC2)C(=O)N1c1ccc(F)cc1 (configuration not stated),13,-12,97,-0.5,1,17,5,100,0,0.8
COc1ccc(C(NC(=O)/C=C\c2ccco2)c2ccc(OC)c(OC)c2)cc1 (configuration not stated),10,-6,104,-0.2,15,27,3,100,0,0.7
CCOc1ccccc1NC(=O)c1ccc2nccnc2c1,2,-2,86,0.7,20,25,22,96,3,0.7

# Given with values under each structure: entries from further up
# Second line of a record: G6PDH counter	TLR4 MyD88 comp	STAT3 act	Hsp70 activator	APP 5UTR inh	Diaph inh CS	STAT3 blocker	STAT1 act	STAT1 blocker	Diaph act CS
CCC(C)[C@H](N)c1nnc(SCc2cccc(F)c2)o1 (some centres not stated)
  10	-5	99	-0.3	-15	3	2	102	-3	1
O=C(COC(=O)CN1C(=O)C2CC=CCC2C1=O)Nc1cc(C(F)(F)F)ccc1N1CCOCC1 (configuration not stated)
  2	10	99	0.1	0	26	6	99	1	0.7
COC(=O)c1cc(C(=O)CC(C)C)c[nH]1
  13	9	102	0.1	-8	-19	4	110	-13	1.2
CCOCc1nnc(NC(=O)CSCc2ccccc2)s1
  4	12	107	-0.1	-4	18	-3	95	5	0.8
CC1CCCC(NC(=O)COC(=O)Cc2c[nH]c3ccccc23)C1C (configuration not stated)
  5	-18	100	-0.2	13	16	6	100	0	0.8
CC(OC(=O)CNC(=O)C12CC3CC(CC(C3)C1)C2)C(=O)Nc1ccc(N2CCOCC2)cc1 (configuration not stated)
  4	0	107	-0.3	-1	15	-7	100	1	0.9
COC(=O)c1ccccc1NC(=O)c1cnn2cccnc12
  -1	4	94	-0.3	-4	-1	10	101	-3	1
O=C1CC(N2CCN(c3ccc(S(=O)(=O)N4CCCC4)cc3)CC2)C(=O)N1c1ccc(F)cc1 (configuration not stated)
  13	-12	97	-0.5	1	17	5	100	0	0.8
COc1ccc(C(NC(=O)/C=C\c2ccco2)c2ccc(OC)c(OC)c2)cc1 (configuration not stated)
  10	-6	104	-0.2	15	27	3	100	0	0.7
CCOc1ccccc1NC(=O)c1ccc2nccnc2c1
  2	-2	86	0.7	20	25	22	96	3	0.7
